High-throughput results as filed in PubChem.
Bfl-1 displacement: displacement of Bid BH3 peptide from Bfl-1 – biochemical, fluorescence polarization, FITC-Bid, mouse, primary screen (AID 432); 64,000 tested, 0.02% active; FITC-Bid BH3 peptide fluorescence polarization displacement; higher % means a stronger effect; displacement, % at 20 µM; hits with a dose series show IC50 in µM; in the data active = a potency from the dose series; inactive = the rest, 99 in 100 with displacement below about 15%; also: strong numbers were not always called active
Spn MK inh: S. pneumoniae mevalonate kinase inhibition; inhibition, % at 10 µM; purified MK, PK/LDH-coupled NADH absorbance 340 nm; 65,000 tested, 0.48% active;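 active = ranked among the strongest by inhibition in the single 10 µM screen, a fixed top-ranked set picked for dose follow-up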; also: no value below 0 was filed
Spn PMK inh: blocks S. pneumoniae phosphomevalonate kinase; inhibition, % at 10 µM; 65,000 tested, 0.49% active; AID 539; purified PMK, PK/LDH-coupled NADH absorbance 340 nm;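 active = top-ranked compounds by inhibition in the single 10 µM screen, taking a fixed number of the strongest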;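 also: 0% = full reaction with DMSO carrier and 100% = background rate without enzyme reaction; no value below 0 was filed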
DPM-DC inhibit: S. pneumoniae DPM-DC inhibition; purified DPM-DC, PK/LDH coupled NADH fluorescence; calls only at 10 µM; 65,000 tested, 0.49% active; AID 556;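 active = the 320 compounds with the highest percent inhibition in the single-dose primary screen, excluding strongly autofluorescent ones, cut at about 32% in these data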;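 also: kinetic rate of NADH fluorescence loss reporting ADP formed by the decarboxylase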
KRASV12 cytotoxicity: viability loss of HPDE-C7K cells – cell-based, fluorescence, HTS, primary screen (AID 431); HPDE-C7K KRASV12 cells, Alamar Blue viability, 48 h; higher % means a stronger effect; cytotoxicity, % at 10 µM; hits with a dose series show EC50 in µM; 63,000 tested, 1.7% active;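 active = compounds whose percent cytotoxicity in the single-dose primary screen, scaled between solvent and toxic-drug controls, exceeds 50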;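 also: 0% = DMSO solvent wells and 100% = doxorubicin-treated wells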
TNAP inhibition: human TNAP enzyme inhibitors, biochemical, luminescent (AID 518); purified TNAP enzyme, luminescent substrate readout; higher % means a stronger effect; inhibition, % at 20 µM; hits with a dose series show IC50 in µM; 64,000 tested, 0.09% active; in the data active = a potency from the dose series; inactive = the rest, 99 in 100 with inhibition below about 22%;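 also: plate controls were vehicle for no effect and reference inhibitor for full effect; many of its hits are not listed in these tables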
HPDE-C7 viability: HPDE-C7 pancreatic duct cell viability loss – fluorescence, HTS (AID 430). HPDE-C7 pancreatic duct cells viability, fluorescence; higher % means a stronger effect. cytotoxicity, % at 10 µM; hits with a dose series show EC50 in µM. 63,000 tested, 1.8% active;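 also: cells exposed to compound for 48 hours before viability readout; 0% = vehicle and 100% = reference cytotoxic drug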
LYP phosphatase: inhibition of human PTPN22 tyrosine phosphatase – biochemical, DiFMUP fluorescence, recombinant catalytic domain, 10 µM, primary screen (AID 606) | recombinant LYP catalytic domain, DiFMUP fluorescence; higher % means a stronger effect | inhibition, % at 10 µM, or IC50 in µM where a hit was titrated | 52,000 tested, under 10 active;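 active = IC50 under 40 µM in the dose-response test; inactive = IC50 of 40 µM or more, or never dose-tested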
HT1080 cytotoxicity: HT1080 cell viability loss – fluorescence readout (AID 620); HT1080 viability, fluorescence; higher % means a stronger effect; cytotoxicity, % at 10 µM; hits with a dose series show EC50 in µM; 87,000 tested, 0.42% active;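 also: cells exposed to compound overnight then 4 h with Alamar Blue; 0% = vehicle DMSO and 100% = killing control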
Spn PMK inh pilot replicates: also measured in Spn PMK inh; calls as there; inhibition, %; measured here: pilot screen replicates
Spn MK inh pilot replicates: further read-out of Spn MK inh, marked with its call; inhibition, %; measured here: pilot screen replicates
DPM-DC inhibit pilot screen %: second read-out of DPM-DC inhibit, no call of its own (marks repeat the call); inhibition, %; measured here: pilot screen trials
Starred values were filed as active, the others as inactive; i = inactive; · = no result given. Rule as the data show it, unless noted: active = cytotoxicity above about 50%; inactive = the rest.

SMILES	Bfl-1 displacement	Spn MK inh	Spn PMK inh	DPM-DC inhibit	KRASV12 cytotoxicity	TNAP inhibition	HPDE-C7 viability	LYP phosphatase	HT1080 cytotoxicity	others
Cc1ccc(C(=O)CC2(O)C(=O)N(C)c3ccccc32)o1 (stereo not drawn)	-2%	7	0	i	5%	5%	-3%	2%	-35%
O=C(C1CCC1)N1CCc2cc(S(=O)(=O)NCC3COc4ccccc4O3)ccc21 (stereo not drawn)	-1%	7	3	i	-17%	5%	-18%	5%	12%
NS(=O)(=O)c1ccc(NC=C2C(=O)OC3(CCCCC3)OC2=O)cc1	1%	9	6	i	8%	8%	6%	4%	-13%
COc1ccc(S(=O)(=O)N2Cc3ccccc3CC2C(=O)N2CCOCC2)cc1OC (stereo not drawn)	3%	6	6	i	-4%	11%	-2%	17%	2%
C=CCNS(=O)(=O)c1ccc(OCC(=O)OC)cc1	-6%	5	7	i	-19%	6%	-9%	-11%	2%
COc1ccc(-n2c(=O)c3c4c(sc3n3cnnc23)CC(C)CC4)cc1 (stereo not drawn)	-1%	5	3	i	16%	14%	9%	2%	1%	Spn PMK inh pilot replicates=5.0;Spn MK inh pilot replicates=0.0;DPM-DC inhibit pilot screen %=4.5
Cc1ccc(-c2nc3ccccc3c(=O)n2CCCn2ccnc2)cc1	-4%	0	0	i	0%	30%	-10%	11%	-2%
Cc1ccc(NC(=O)CS(=O)CC(=O)NCC2CCCO2)cc1 (stereo not drawn)	-2%	0	16	i	4%	8%	-2%	18%	-1%	Spn PMK inh pilot replicates=0.0;Spn MK inh pilot replicates=1.5;DPM-DC inhibit pilot screen %=0.0
Cn1ncc(N=Cc2ccccc2)c1C(N)=O	-3%	9	7	i	-20%	4%	-14%	-3%	1%
CN1CCN(Cc2nc3c(c(=O)[nH]c(=O)n3C)n2Cc2c(F)cccc2Cl)CC1	-4%	0	0	i	-16%	3%	-14%	11%	-1%
Cc1c(O)ccc(C(=O)CN2C(=O)c3ccccc3C2=O)c1O	2%	5	5	i	-10%	4%	-7%	-6%	-2%
O=C(CSc1nnc(-c2ccc(Br)cc2)o1)Nc1cccc2ccccc12	4%	6	4	i	-15%	0%	1%	-4%	-3%
CC(=O)N(Cc1cccnc1)Cc1cc2ccccc2[nH]c1=O	-4%	4	13	i	-3%	4%	-5%	-10%	-2%
Cc1nn(-c2ccccc2)c(Cl)c1C(=O)NCC(=O)O	-2%	8	16	i	-9%	13%	-11%	-2%	-4%	Spn PMK inh pilot replicates=4.5;Spn MK inh pilot replicates=0.0;DPM-DC inhibit pilot screen %=0.0
CC1CCN(c2nc3c(c(=O)[nH]c(=O)n3C)n2CCSc2ncccn2)CC1	0%	1	2	i	-11%	18%	-17%	-5%	-5%	Spn PMK inh pilot replicates=3.0;Spn MK inh pilot replicates=0.5;DPM-DC inhibit pilot screen %=0.0

Brought forward from above: seven entries, then new ones.
SMILES	Bfl-1 displacement	Spn MK inh	Spn PMK inh	DPM-DC inhibit	KRASV12 cytotoxicity	TNAP inhibition	HPDE-C7 viability	LYP phosphatase	HT1080 cytotoxicity	others
Cn1ncc(N=Cc2ccccc2)c1C(N)=O	-3%	9	7	i	-20%	4%	-14%	-3%	1%
CN1CCN(Cc2nc3c(c(=O)[nH]c(=O)n3C)n2Cc2c(F)cccc2Cl)CC1	-4%	0	0	i	-16%	3%	-14%	11%	-1%
Cc1c(O)ccc(C(=O)CN2C(=O)c3ccccc3C2=O)c1O	2%	5	5	i	-10%	4%	-7%	-6%	-2%
O=C(CSc1nnc(-c2ccc(Br)cc2)o1)Nc1cccc2ccccc12	4%	6	4	i	-15%	0%	1%	-4%	-3%
CC(=O)N(Cc1cccnc1)Cc1cc2ccccc2[nH]c1=O	-4%	4	13	i	-3%	4%	-5%	-10%	-2%
Cc1nn(-c2ccccc2)c(Cl)c1C(=O)NCC(=O)O	-2%	8	16	i	-9%	13%	-11%	-2%	-4%	Spn PMK inh pilot replicates=4.5;Spn MK inh pilot replicates=0.0;DPM-DC inhibit pilot screen %=0.0
CC1CCN(c2nc3c(c(=O)[nH]c(=O)n3C)n2CCSc2ncccn2)CC1	0%	1	2	i	-11%	18%	-17%	-5%	-5%	Spn PMK inh pilot replicates=3.0;Spn MK inh pilot replicates=0.5;DPM-DC inhibit pilot screen %=0.0
CCN1C(=O)/C(=C/N(C)C)c2ccccc21	-2%	11	11	i	·	6%	·	4%	-11%
COC(=O)c1[nH]c2ccccc2c1NC(=O)CN1CCN(Cc2ccc3c(c2)OCO3)CC1	0%	13	6	i	·	3%	·	4%	1%
Cc1nc2scc(-c3ccccc3)c2c(=O)n1/N=C/c1ccco1	-3%	10	4	i	5%	5%	0%	14%	6%
Cc1ncsc1C(=O)NCc1ccc(N2CCCC2=O)cc1	-7%	0	17	i	7%	9%	2%	-4%	3%
O=C(NCc1cccnc1)C1c2ccccc2C(=O)N1C1CCCC1 (stereo not drawn)	0%	4	0	i	0%	4%	-2%	11%	3%
CCOc1ccc(NC(=O)CSc2nnc(Cc3cccn3C)n2-c2ccc(OC)cc2)cc1	-3%	3	11	i	-7%	12%	-17%	13%	-24%	Spn PMK inh pilot replicates=0.0;Spn MK inh pilot replicates=0.0;DPM-DC inhibit pilot screen %=0.0
Clc1ccccc1-c1nnc2sc(-c3cccs3)nn12	-12%	13	12	i	5%	10%	-2%	-11%	5%
NC(=O)CN(c1ccc(Cl)cc1)S(=O)(=O)c1ccccc1	-8%	6	11	i	0%	19%	5%	-12%	3%
COc1ccc(-c2nnn(CC(=O)N(CC(=O)NC3CCCC3)Cc3cccs3)n2)cc1OC	1%	8	7	i	-9%	7%	-10%	·	-2%
COc1ccc2c(c1)CCc1c(C(=O)Nc3cc(C)n(Cc4ccc(Cl)cc4)n3)noc1-2	-5%	3	15	i	15%	10%	11%	16%	6%
COc1cc(C(=O)N2c3ccccc3CC2C)cc(OC)c1OC (stereo not drawn)	-6%	7	13	i	5%	10%	2%	-1%	0%	Spn PMK inh pilot replicates=0.0;Spn MK inh pilot replicates=0.0;DPM-DC inhibit pilot screen %=0.0
COC(=O)c1ccc(COC(=O)C23CC4CC(CC(O)(C4)C2)C3)o1	-8%	2	12	i	9%	7%	4%	8%	-4%
O=S(=O)(Nc1cc(Cl)ccc1N1CCCCC1)c1cccs1	-28%	4	11	i	-6%	13%	-6%	1%	-6%
COc1ccc(C)cc1NC(=O)CSc1nnc(COc2ccc(Cl)cc2)n1Cc1ccco1	0%	5	10	i	6%	10%	13%	2%	-9%
N#Cc1nc(-c2ccco2)oc1NCc1cccnc1	-10%	16	20	i	8%	10%	7%	·	28%
Cc1nc(S(=O)(=O)NC2CCCCC2)c(C#N)c(C)c1Cl	-7%	0	17	i	-1%	5%	0%	6%	1%
Cn1ccnc1SCC(=O)NC12CC3CC(CC(C3)C1)C2	0%	10	9	i	9%	0%	0%	·	15%
COc1ccc(Cl)cc1C(=O)Nc1cc(=O)n(C)c(=O)n1C	3%	0	5	i	6%	6%	-1%	7%	9%
CCOC(=O)C1Cc2ccccc2C(=O)O1 (stereo not drawn)	-10%	8	15	i	-2%	3%	3%	·	1%
COc1ccc(NC(=O)C2CCCN2S(=O)(=O)c2cccc3cccnc23)c(OC)c1 (stereo not drawn)	7%	4	5	i	13%	16%	6%	2%	·	Spn PMK inh pilot replicates=0.0;Spn MK inh pilot replicates=0.0;DPM-DC inhibit pilot screen %=7.5
c1nc(N2CCOCC2)c2c3c(sc2n1)CCCC3	1%	7	0	i	15%	12%	14%	-1%	-3%
Nc1cc(N)nc(SCc2cc(=O)oc3cc4c(cc23)CCC4)n1	9%	5	15	i	9%	12%	13%	·	-5%
Cc1nc(NC(=O)C2CC2)sc1C(=O)N1CCCCC1	-8%	12	15	i	-4%	7%	12%	-6%	5%
CCn1cc(C2=NOC(C(=O)Nc3cc(OC)c(Cl)cc3OC)C2)c(C)n1 (stereo not drawn)	-3%	6	7	i	6%	-3%	6%	·	-6%
CCCn1c(SCC(=O)N2c3ccccc3Sc3ccccc32)nc2c1c(=O)n(C)c(=O)n2C	-5%	7	11	i	15%	2%	14%	2%	-7%
COc1ccc(OC)c(C(c2nnnn2C2CCCC2)N2CCc3ccccc3C2)c1 (stereo not drawn)	2%	5	2	i	-3%	-7%	0%	11%	0%
COC(=O)c1ccc(CSc2nnnn2-c2ccc(C)cc2C)o1	-1%	0	10	i	0%	3%	-1%	9%	-5%
Cc1cc(=O)[nH]c(SCn2nnc3ccccc3c2=O)n1	6%	1	2	i	-19%	9%	-15%	4%	-5%
CCS(=O)(=O)N1CCC(C(=O)N2CCOCC2)CC1	5%	0	6	i	0%	1%	2%	-2%	2%	Spn PMK inh pilot replicates=3.0;Spn MK inh pilot replicates=0.0;DPM-DC inhibit pilot screen %=1.5
CCCn1c2c(c(O)c(C(=O)Nc3ncccc3C)c1=O)CCCC2	0%	5	6	i	-20%	0%	-21%	·	5%
CCOC(=O)c1cc2n(c1C)-c1ccccc1C2=O	-6%	2	15	i	-14%	10%	-16%	-4%	9%
CCCC1(C(=O)OCC)NC(c2ccc(N(C)C)cc2)C2C(=O)N(c3ccc(OCC)cc3)C(=O)C21 (stereo not drawn)	-11%	17	12	i	1%	7%	11%	-1%	9%
O=c1cccc(-c2ccccc2)[nH]1	-3%	11	5	i	2%	2%	-3%	-1%	-8%
O=C(Nc1ccc(N2CCCC2)cc1)c1cccc(F)c1	8%	0	14	i	29%	16%	37%	14%	1%	Spn PMK inh pilot replicates=4.5;Spn MK inh pilot replicates=0.5;DPM-DC inhibit pilot screen %=2.5
O=c1[nH]c2ccccc2n1Cc1ccc(F)cc1	0%	8	13	i	5%	5%	-4%	10%	-6%
O=C(CN1CCN(c2ccccn2)CC1)Nc1ccc(Cl)c(C(F)(F)F)c1	-10%	9	8	i	-7%	-4%	-22%	1%	8%

Two compounds picked at random from those above, as already listed:
SMILES	Bfl-1 displacement	Spn MK inh	Spn PMK inh	DPM-DC inhibit	KRASV12 cytotoxicity	TNAP inhibition	HPDE-C7 viability	LYP phosphatase	HT1080 cytotoxicity	others
O=c1[nH]c2ccccc2n1Cc1ccc(F)cc1	0%	8	13	i	5%	5%	-4%	10%	-6%
O=C(Nc1ccc(N2CCCC2)cc1)c1cccc(F)c1	8%	0	14	i	29%	16%	37%	14%	1%	Spn PMK inh pilot replicates=4.5;Spn MK inh pilot replicates=0.5;DPM-DC inhibit pilot screen %=2.5

This is a random part of the collection; any-hit rate near 3.5%.
